Growth percent in the NCI-60 one-dose screen (48 h, 10 µM unless noted): 100 = growth as untreated, 0 = no growth, -100 = all killed.
COLO 205: COLO 205 colon cancer | hit rate 7.3% among 79,000
SNB-75: SNB-75 CNS cancer | hit rate 5% among 79,000
NCI-H322M: NCI-H322M lung cancer | hit rate 2.7% among 80,000
KM12: KM12 colon cancer cells; hit rate 5% among 82,000
HCT-15: HCT-15 colon cancer. AID 1794746. hit rate 5.2% among 82,000
HT29: HT29 colon cancer; hit rate 7.4% among 81,000
HCT-116: HCT-116 colon cancer. hit rate 7.3% among 82,000. AID 1794798
SW-620: SW-620 colon cancer | hit rate 5.2% among 82,000 | AID 1794795
HCC-2998: HCC-2998 colon cancer | hit rate 4.7% among 79,000
Starred values were filed as active, the others as inactive; x = not tested or not shown; & = joins results of further samples. How the source made its calls: active means growth percent below 10; inactive means the rest.

Start of the data: the first four entries, to show the layout:
SMILES | COLO 205 | SNB-75 | NCI-H322M | KM12 | HCT-15 | HT29 | HCT-116 | SW-620 | HCC-2998
C=C(C)[C@@H]1CC[C@]2(C(=O)n3ccnc3)CC[C@]3(C)[C@H](CC[C@@H]4[C@@](C)(CCC(=O)O)[C@H](C(=C)C)CC[C@]43C)[C@@H]12 | 105 | 83 | 99 | 87 | 89 | 97 | 96 | 95 | 91
O=C(Cn1cnc2ccccc21)Nc1ccc(-c2nc3ccccc3s2)cc1 | 77 | 93 | 92 | 75 | 93 | 87 | 43 | 85 | 75
CN1C(=O)C(O)(CC(=O)c2cc3ccccc3oc2=O)c2ccccc21 (configuration not stated) | 114 | 107 | 103 | 97 | 95 | 104 | 93 | 101 | 109
Nc1nc2c(c(=O)[nH]1)C1(C(=O)Nc3ccccc31)c1c(nc(N)[nH]c1=O)N2 | 102 | 92 | 98 | 101 | 105 | x | 116 | 97 | 114

The list itself, from the first entry:
SMILES | COLO 205 | SNB-75 | NCI-H322M | KM12 | HCT-15 | HT29 | HCT-116 | SW-620 | HCC-2998
C=C(C)[C@@H]1CC[C@]2(C(=O)n3ccnc3)CC[C@]3(C)[C@H](CC[C@@H]4[C@@](C)(CCC(=O)O)[C@H](C(=C)C)CC[C@]43C)[C@@H]12 | 105 | 83 | 99 | 87 | 89 | 97 | 96 | 95 | 91
O=C(Cn1cnc2ccccc21)Nc1ccc(-c2nc3ccccc3s2)cc1 | 77 | 93 | 92 | 75 | 93 | 87 | 43 | 85 | 75
CN1C(=O)C(O)(CC(=O)c2cc3ccccc3oc2=O)c2ccccc21 (configuration not stated) | 114 | 107 | 103 | 97 | 95 | 104 | 93 | 101 | 109
Nc1nc2c(c(=O)[nH]1)C1(C(=O)Nc3ccccc31)c1c(nc(N)[nH]c1=O)N2 | 102 | 92 | 98 | 101 | 105 | x | 116 | 97 | 114
CCC(CCCN1C(=O)c2ccccc2C1=O)Nc1cc(OC)cc2cccnc12 (configuration not stated) | 119 | 93 | 116 | 110 | 92 | 105 | 105 | 95 | 147
COC(=O)C1C2CC3C1C3C2C(=O)OC (configuration not stated) | 106 | 83 | 91 | 98 | 100 | 97 | 95 | 102 | 94
N#Cc1c(-c2ccc(F)cc2)nc(SCc2ccccc2)nc1N1CCNCC1 | -66* | -93* | -54* | -84* | -88* | -71* | -97* | -79* | -65*
CCN(CC)c1ccc(C2CC(c3cc(OC)c(OC)c(OC)c3)=NN2)cc1 (configuration not stated) | -26* | 19 | 42 | 11 | 36 | -3.2* | 9.6* | 18 | 21
CCOC(=O)C(=O)NC1CC=CCC1c1ccc2c(c1)OCO2 (configuration not stated) | 101 | 106 | x | 107 | 102 | 98 | 109 | 108 | 98
CCCOC(=O)CCC(=O)N(C)C | 120 | 83 | 109 | 110 | 92 | 85 | 108 | 109 | 100
Cc1ccc(C2CC2Cc2ccc(F)cc2)cc1 (configuration not stated) | 119 | x | 101 | 106 | 101 | 105 | 95 | 106 | 104
CCCCn1c(SCCc2c[nH]c3ccccc23)nnc1-c1ccncc1 | 119 | 97 | 85 | 99 | 104 | 106 | 105 | 101 | 107
C[C@@H]1CC[C@]2(C(=O)O)[C@H](CC[C@@H]3O[C@@]32C)[C@]1(CCc1ccoc1)C(=O)O | x | 91 | 101 | 111 | 98 | 109 | 94 | 99 | 113
COc1cc(C(c2c[nH]c3ccccc23)N2CCCC2)ccc1OCc1ccccc1 (configuration not stated) | 104 | 41 | 73 | 92 | 77 | 78 | 69 | 99 | 96
ClCCCCOC1CCCCO1 (configuration not stated) | 112 | 88 | 100 | 104 | 102 | x | 113 | 108 | 103
CCCCCc1ccc(S(=O)(=O)Nc2cccc(-c3csc(NC(=O)CN4CCN(C)CC4)n3)c2)cc1 | 31 | 90 | 100 | 66 | 12 | 26 | 17 | 46 | 15
COc1ccc2nc3cc(Cl)ccc3c(Nc3ccc([N+](=O)[O-])cc3)c2c1 | 91 | 100 | 100 | 85 | 85 | 67 | 65 | 92 | 100
COC(=O)c1ncoc1C(NC(=O)c1ccccc1)=C(Cl)Cl | 127 | 84 | 103 | 108 | 106 | 111 | 98 | 97 | 106
O=c1oc(-c2ccc(Cl)cc2[N+](=O)[O-])nc2ccccc12 | 105 | 88 | 101 | 97 | 99 | 103 | 98 | 100 | 106
CC(=O)Nc1nc(O)c(/C=N/c2ccccn2)s1 | 124 | 110 | 112 | 128 | 109 | 144 | 107 | 107 | 107

Two neighbouring entries from above:
SMILES | COLO 205 | SNB-75 | NCI-H322M | KM12 | HCT-15 | HT29 | HCT-116 | SW-620 | HCC-2998
C=C(C)[C@@H]1CC[C@]2(C(=O)n3ccnc3)CC[C@]3(C)[C@H](CC[C@@H]4[C@@](C)(CCC(=O)O)[C@H](C(=C)C)CC[C@]43C)[C@@H]12 | 105 | 83 | 99 | 87 | 89 | 97 | 96 | 95 | 91
O=C(Cn1cnc2ccccc21)Nc1ccc(-c2nc3ccccc3s2)cc1 | 77 | 93 | 92 | 75 | 93 | 87 | 43 | 85 | 75

(further entries)
SMILES | COLO 205 | SNB-75 | NCI-H322M | KM12 | HCT-15 | HT29 | HCT-116 | SW-620 | HCC-2998
CCOC(=O)c1cccnc1Nc1ccc(NC(=O)CC(C)C)cc1 | 116 | 115 | 96 | 104 | 98 | 98 | 102 | 104 | 104
COc1ccc(-c2c(-c3nc4ccc(N5CCOCC5)cc4[nH]3)[nH]c(C)c2C(C)=O)cc1 | 16 | 1.8* | 44 | 46 | 3.8* | 21 | 35 | 63 | 35
O=c1[nH]c(CCc2c[nH]c3ccccc23)nc2ccccc12 | 123 | 87 | 99 | 101 | 107 | 108 | 95 | 102 | 105
O=c1c2ccccc2n2nnc3ccc(Cl)c1c32 | 108 | 98 | 103 | 103 | 60 | 87 | 84 | 81 | 90
N#Cc1c(-c2ccccc2)nc(SCC(=O)Nc2ccc(Cl)cc2)[nH]c1=O | 109 | 87 | 115 | 117 | 117 | 114 | 117 | 107 | 16
O=C(CCl)N1c2ccccc2Oc2ccc3ccccc3c21 | -94* | 22 | 91 | 17 | -81* | -50* | -99* | -81* | 103
O=C(CN1CCCCC1)Nc1nc2ccc([N+](=O)[O-])cc2s1 | 116 | 94 | 96 | 107 | 102 | 116 | 98 | 108 | 107
Cc1cccc(C)c1O | 110 | 80 | 93 | 96 | 88 | 96 | 91 | 106 | 109
Cc1cc(Cl)nc(N(CCCNc2ccnc3cc(Cl)ccc23)Cc2cccs2)n1 | -73* | 56 | 30 | 13 | 8.6* | 1.6* | 3.1* | 12 | 0.2*
O=C(O)c1ccccc1Nc1ccc2nnc(-c3ccncc3)n2n1 | 123 | 91 | 97 | 89 | 29 | 66 | 32 | 58 | 110
Cc1ncsc1-c1ccc(CNC(=O)[C@@H]2C[C@@H](O)CN2C(=O)[C@@H](NC(=O)C2(F)CC2)C(C)(C)C)c(OCCOCCOCCOCCOc2nc(Nc3cc(S(C)(=O)=O)ccc3N[C@@H](c3cccc4c3OC(F)(F)O4)c3ncccc3Cl)nc(N3CCNCC3)n2)c1 | 90 | 63 | 82 | 71 | 99 | 88 | 69 | x | 71
O=S(Nc1ccccc1)c1ccccc1Oc1ccccc1 (configuration not stated) | 110 | 63 | 94 | 90 | 91 | 94 | 94 | 99 | 95
O=S(=O)(Nc1ccc2ccccc2c1)c1ccc(-c2cnc(C3CC3)o2)cc1 | 1.5* | -1.8* | 49 | 25 | 32 | 15 | 25 | 24 | 64
COCCc1n(Cc2ccc3ccccc3c2)c2ccccc2[n+]1Cc1ccc2ccccc2c1 | -71* | -40* | 5.3* | -86* | 7.3* | -61* | -81* | -74* | -78*
Cc1ccc[n+](C(CO)c2ccccc2)c1 (configuration not stated) | 91 | 109 | 106 | 98 | 107 | 78 | 90 | 98 | 111
Clc1ccc2c(NCCCNc3nc(N4CCOCC4)nc4ccccc34)ccnc2c1 | 94 | 84 | 92 | 95 | 96 | 77 | 101 | 83 | 103
CC12CCC(c3sc(N)c(C#N)c31)C2(C)C (configuration not stated) | 96 | 83 | 96 | 107 | 108 | 116 | 92 | 102 | 109
COC(=O)C(Cc1ccccc1)n1cc(COc2nc(Cl)nc(Nc3ccc(N4CCOCC4=O)cc3)n2)nn1 (configuration not stated) | 113 | 101 | 98 | 103 | 104 | 103 | 99 | 104 | 102
CCCCC(CC)C(=O)OCCCC1CCCO1 (configuration not stated) | 98 | 112 | 94 | 103 | 98 | 99 | 105 | 108 | 98
Cc1nnc2n(N)c(=O)c3cnn(-c4ccccc4)c3n2c1=O | 97 | 83 | 90 | 94 | 100 | 105 | 91 | 91 | 100
Cc1ccc2c(c1)C(C)(O)CCC2 (configuration not stated) | 113 | 91 | 104 | 109 | 108 | 109 | 106 | 104 | 105
COc1cc(NS(C)(=O)=O)ccc1Nc1c2ccc(Cl)cc2nc2c(OC)cccc12 | 34 | -13* | 57 | -49* | -15* | -37* | -64* | -32* | -27*
CCCCCCNCc1cc(C(C)(C)C)cc(CNCCCCCC)c1O | x | -62* | -79* | -83* | -60* | -86* | -91* | -70* | -85*
S=c1nc[nH]c2c1ncn2-c1ccccc1 | 102 | 95 | 117 | 104 | 103 | 103 | 111 | 102 | 106
N#Cc1c(N2CCOCC2)[nH]n(C2=Nc3ccccc3Sc3ccccc32)c1=O | 96 | 110 | 114 | 106 | 78 | 81 | 96 | 90 | 95
CCCCCc1cc[n+](CC(=O)c2ccc(Cl)cc2)cc1 | 80 | 84 | 85 | 73 | 99 | 65 | 59 | 83 | 91
c1cc(C2CCCCC2)ccc1OCCCCCCN1CCNCC1 | -52* | 31 | 82 | 6.4* | -64* | 4.4* | -62* | -38* | 13
O=C1OCC(CC2=C(O)C(=O)OC2)=C1O | 109&112 | 94&92 | 98&107 | 106&119 | 100&105 | 93&107 | 99&105 | 106&107 | 105&108
COc1ccc(/C(C)=N/N=C2C(=O)Nc3cc(Br)ccc32)cc1S(N)(=O)=O | 113 | 78 | 98 | 99 | 105 | 106 | 85 | 98 | 111
CC1(C)Oc2cc3oc(=O)ccc3cc2C[C@@H]1OCCS(C)(=O)=O | 108 | 85 | 107 | 107 | 110 | 103 | 98 | 96 | 107
CCCCCSc1nnc(-c2c(C)nc3ccc(Cl)cn23)o1 | 103 | 101 | 94 | 99 | 95 | 102 | 96 | 99 | 94
Cn1c2ccccc2c2c3c(c4c5cc(Br)ccc5n(C)c4c21)C(=O)N(O)C3=O | 23 | 39 | 32 | 34 | 21 | 53 | 4.5* | 18 | 57
O=C(Nn1c(NCC(=O)N2c3ccccc3Sc3ccccc32)nnc1-c1ccc(O)cc1)c1ccccc1 | 112 | 102 | 104 | 104 | 98 | 103 | 92 | 105 | 92
C=CCn1c(SCC(=O)Nc2ccc(C(=O)/C=C/c3ccc(C)cc3C)cc2)nnc1-c1c[nH]c2ccccc12 | 113 | 106 | 98 | 99 | 76 | 97 | 74 | 106 | 102
CC(/C=C1\SC(=S)N(CCC(=O)NCC(=O)O)C1=O)=C\c1ccccc1 | 122 | 92 | 102 | 106 | 104 | 114 | 103 | 105 | 103
NCC(=O)Nc1ccc(O)c(C(=O)O)c1 | 128 | 98 | 110 | 106 | 104 | 102 | 106 | 106 | 108
Nc1nc(-c2cccc(Cl)c2)nn1C(=S)Nc1ccccc1 | 97 | 78 | 95 | 93 | 96 | 102 | 99 | 104 | 107
Cc1ccccc1NC(=O)COc1cc(O)c2c(=O)cc(-c3ccccc3)oc2c1 | 109 | 90 | 96 | 100 | 98 | 110 | 66 | 92 | 105
O=S(=O)(c1ccccc1)N1CCCN(c2nc(-c3ccccc3)nc3nc(-c4ccccc4)oc23)CC1 | 116 | 89 | 96 | 113 | 109 | 109 | 89 | 109 | 108
COC1=CC(c2ccc[nH]2)=N/C1=C\c1[nH]c(C)c(C(=O)CCC(=O)NCCSSCCNC(=O)CC[C@H](NC(=O)c2ccc(NCc3cnc4nc(N)[nH]c(=O)c4n3)cc2)C(=O)O)c1C | 106 | 114 | 97 | 97 | 95 | 85 | 92 | 106 | 99
CC1(C)CC(=O)C(c2ccccc2)(c2ccccc2)C(=O)C1 | 114 | 94 | 117 | 104 | 104 | 94 | 105 | 99 | 100
C=CC(=O)N[C@@H](/C=C/C(=O)OCC)Cc1ccc(-c2cc(F)cc(Cl)c2)cc1 | 106 | x | 89 | 100 | 95 | 100 | 89 | 95 | 96
C/C=C\C(C)C | 97 | 87 | 100 | 101 | 98 | 107 | 74 | 111 | 98
O=Cc1cccc(S(=O)(=O)O)c1 | 115 | 97 | 103 | 107 | 107 | 97 | 107 | 102 | 107
Nc1ccn(C2O[C@H](CO)[C@@H](O)[C@@H]2O)c(=O)n1 (some centres not stated) | 57 | 79 | 63 | 58 | 60 | 43 | 32 | 46 | 53
O=c1nc2[nH]c3ccc(Br)cc3c2n[nH]1 | 107 | 80 | 99 | 96 | 95 | 92 | 103 | 101 | 105
COc1c(O)cc2c(c1CC=C(C)C)OC(=O)c1c(cc(O)c(CC=C(C)C)c1O)O2 | 107 | 50 | 77 | 7.8* | 44 | 87 | 27 | 27 | 25
Nc1nc2ncc(N[C@@H](Cc3ccccc3)C(=O)O)nc2c(=O)[nH]1 | 99 | 89 | 103 | 105 | 106 | 104 | 97 | 107 | 103
O=C(O)c1cc(CCc2cc(O)ccc2O)ccc1O | 110 | 95 | 112 | 102 | 105 | 103 | 95 | 106 | 109
COc1cc(C2=NN(C(C)=O)C(c3ccc(Cl)cc3)C2)cc(OC)c1OC (configuration not stated) | 100 | 87 | 98 | 102 | 84 | 87 | 83 | 91 | 90
CCCCC(C)NC(=O)c1ccccc1 (configuration not stated) | 113 | 97 | 107 | 110 | 104 | 105 | 99 | 106 | 105
CC(=O)N/N=C1\CC2CCC1(C)C2(C)C (configuration not stated) | 99 | 102 | 111 | 103 | 104 | 104 | 105 | 109 | 99
